Screening results as filed in PubChem BioAssay.
PP5 inh = blocks human protein phosphatase 5 activity | purified PP5c, OMFP substrate fluorescence | P53041 | hit rate 0.18% among 320,000 | inhibition, % at 6.7 µM;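 active = inhibition above the campaign's mean inhibition across all tested compounds plus 3 SD, cut at about 9.5% in these data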;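 also: 0% = DMSO only and 100% = 100 µM cantharidin control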
Target sequence (P53041 whole entry, looked up): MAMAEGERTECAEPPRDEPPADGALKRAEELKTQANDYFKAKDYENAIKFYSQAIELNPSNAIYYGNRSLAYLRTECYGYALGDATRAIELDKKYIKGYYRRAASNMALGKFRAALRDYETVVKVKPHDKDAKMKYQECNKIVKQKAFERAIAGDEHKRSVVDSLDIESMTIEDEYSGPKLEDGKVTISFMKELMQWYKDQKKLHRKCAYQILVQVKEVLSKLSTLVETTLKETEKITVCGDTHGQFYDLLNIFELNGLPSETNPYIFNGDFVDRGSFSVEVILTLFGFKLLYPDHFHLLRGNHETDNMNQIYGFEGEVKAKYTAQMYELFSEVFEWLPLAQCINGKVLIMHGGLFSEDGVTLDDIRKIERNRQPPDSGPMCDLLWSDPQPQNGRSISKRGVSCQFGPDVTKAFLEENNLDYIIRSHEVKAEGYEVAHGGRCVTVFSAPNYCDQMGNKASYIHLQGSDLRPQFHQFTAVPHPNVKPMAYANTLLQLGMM
HCV core dimer = blocks dimerization of HCV core protein; TR-FRET GST/Flag-core106 dimerization, 1536-well; inhibition, % at 5 µM; hit rate 0.33% among 300,000;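 active = inhibition above the mean of all tested compounds plus 3 SD, set per screening campaign, cut at about 45% in these data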
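System: GST-tagged and Flag-tagged HCV core protein residues 1-106 / Input: core106 proteins, GST 13.5 nM and Flag 17 nM / Buffer or medium: KF-containing HEPES buffer, pH 7.45, DTT, CHAPS, BSA / Probe or stimulus: Eu-anti-GST and XL665-anti-Flag labelled anti-tag antibodies / Schedule: 4 h, 22.5 °C incubation / Technique: TR-FRET 671 and 617 nm emission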
procasp7 counter = counter-screen for procaspase-3 activators: activators of human procaspase-7; P55210; recombinant procaspase-7, Ac-DEVD-pNA absorbance 405 nm; D23A/D198A/D206A triple mutant, cannot self-cleave; scale: DMSO 0, 5 µM enzyme 100; activation, % at 8.5 µM; hit rate 0.093% among 330,000; AID 463210;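 active = percent activation above the screen-wide mean plus 3 SD, cut at about 25% in these data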
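buffer or medium = Zinc-free HEPES/NaCl buffer, pH 7.4 | material = Procaspase-7 triple mutant (PC-7 D3A) | input = 2 µM procaspase-7 mutant as dispensed | signal = Epi-absorbance of released pNA at 405 nm, two timepoints | timing = 1 h preincubation, 2 h reaction | replicates = singlicate compound testing | evaluation = % activation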
proCasp3 act = procaspase-3 (human) activation; activation, % at 8.5 µM; P42574; hit rate 0.11% among 330,000; recombinant procaspase-3 D3A, Ac-DEVD-pNA absorbance 405 nm;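 active = activation above the mean of all tested compounds plus 3 SD, cut at about 21% in these data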;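 also: 0% = DMSO alone and 100% = DMSO wells spiked with extra 5 µM PC-3 D3A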
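material = Procaspase-3 D3A mutant | probe or stimulus = Ac-DEVD-pNA | compound = single dose, 8.5 µM nominal compound, 0.8% DMSO | timing = 1 h preincubation, 2 h reaction | measured by = 405 nm absorbance of p-nitroaniline, reads at 0 and 120 min | benchmarks = DMSO-only low control, 5 µM PC-3 D3A high control | repeats = singlicate, each compound tested once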
JMJD2C inh = human JMJD2C demethylase inhibition. Q9H3R0. GST-JMJD2C(1-420) H3K9me3 demethylation, DELFIA europium. hit rate 0.069% among 330,000. inhibition, % at 2.35 µM;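 active = more than half of a compound's replicate wells show inhibition beyond 50%, single wells judged on their own value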;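 also: signal counts dimethyl H3K9 product captured on neutravidin plate; 0% = median of DMSO wells and 100% = 0.3 times that DMSO median; strong numbers were not always called active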
PP1 inh = counter-screen for PP5 inhibitors: inhibitors of human PP1-alpha | hit rate 0.9% among 320,000 | purified PP1alpha, OMFP fluorescence | inhibition, % at 6.7 µM | P62136;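 active = inhibition above the mean inhibition of all tested compounds plus 3 SD, computed separately for each screening campaign, cut at about 15% in these data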
Target sequence (P62136 whole entry, looked up): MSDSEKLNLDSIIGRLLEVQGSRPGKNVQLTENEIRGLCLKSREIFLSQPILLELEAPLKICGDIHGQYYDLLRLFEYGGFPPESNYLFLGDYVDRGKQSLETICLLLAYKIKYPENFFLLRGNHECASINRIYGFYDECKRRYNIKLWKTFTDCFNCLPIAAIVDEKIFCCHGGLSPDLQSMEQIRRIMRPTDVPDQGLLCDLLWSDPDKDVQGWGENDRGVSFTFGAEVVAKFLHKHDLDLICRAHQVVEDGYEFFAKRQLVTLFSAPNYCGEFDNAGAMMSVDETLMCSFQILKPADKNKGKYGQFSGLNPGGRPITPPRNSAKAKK
GRK2 inh = blocks RNA aptamer binding to human GRK2 | bead flow cytometry, FAM-aptamer displacement from GRK2 | P25098 | hit rate 0.59% among 330,000 | inhibition of aptamer binding, % at 10 µM | AID 488847;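 active = inhibition of aptamer binding above 40%, roughly 3 SD of noise, on plates passing a quality check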;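 also: median bead fluorescence of bound FAM aptamer so fluorescent compounds give negative values; no value below 0 was filed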
VLA-4 inh = inhibition in a human VLA-4 binding assay | hit rate 0.2% among 330,000 | inhibition, % (about 7 µM as worked out from the volumes in the protocol) | AID 2557 | VLA-4 expressing cells, ligand binding flow cytometry; in the data active = inhibition above about 50%
CTSL1 counter = cathepsin L1 inhibition, PFM18AAP counter-screen. recombinant F. hepatica cathepsin L1, Z-Leu-Arg-MCA fluorescence. inhibition, % at 5.96 µM. hit rate 0.49% among 300,000. AID 1906;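 active = inhibition above the mean of all tested compounds plus 3 SD, set per screening campaign, cut at about 17% in these data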;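 also: 0% = plate median of test compound wells and 100% = 1 µM Z-Phe-Ala-diazomethylketone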
The depositor's hits bear a star; nt = not tested or not shown; & = joins results of further samples.

molecule,GRK2 inh,PP1 inh,JMJD2C inh,procasp7 counter,proCasp3 act,HCV core dimer,CTSL1 counter,VLA-4 inh,PP5 inh
COc1ccccc1C(=O)Nc1nnc(-c2ccco2)s1,1,4,-20,-5,-8,10,-4,0,1.7
Cc1ccc(/C=C2\SC(=S)N(Cc3ccccc3)C2=O)o1,17,-6,nt,0,-4,-7,-6,6,-0.3
CC[C@@]1(C(=O)OC)N[C@H](CN(C)C(=O)Nc2ccc(F)cc2)[C@@H]2C(=O)N(Cc3ccccc3)C(=O)[C@@H]21,0,nt,nt,1,1,nt,nt,-15,nt
Cn1nnc2cc(C(=O)N3CCCCCC3)ccc21,0,-2,3,9,5,2,0,24,-1.7
Cc1ccnc(NC(=O)Nc2ccc(Br)cc2Cl)c1,0,-2,2,2,-4,-7,2,21,-0.4
CCOC(=O)c1cn2nc(Oc3cccc(C(F)(F)F)c3)ccc2n1,1,-2,-2,8,-2,1,-2,5,0.4
Cc1ccc(S(=O)(=O)N(CC(=O)NCCSc2ccccn2)c2ccc(C)c(C)c2)cc1,0,1,5,3,9,-5,3,22,3.6
Cc1ccc(C(=O)OCC(=O)Nc2nc(-c3ccccc3)cs2)cc1NC(=O)c1ccco1,4,-1,-17,5,-2,9,-1,-6,-2.9
O=C(N/N=C/c1ccc([N+](=O)[O-])o1)c1cc(-c2cccc(Br)c2)nc2ccccc12,0,16*,-5,-19,-15,71*,0,0,5.2
CN1CCCc2cc3c(C(F)(F)F)cc(=O)oc3nc21,0,2,47,-1,-6,2,-1,3,-1.5
O=C(NC(=S)Nc1c(Cl)ccc2nsnc12)c1ccco1,nt,-2,-7,-34,-10,-20,4,17,4.0
CCCn1c(=O)[nH]c(=O)c2c1nc(-c1ccccc1)n2CCN1CCOCC1,2,-1,13,4,-3,0,1,-13,1.5
O=S(=O)(NCC1CCCO1)c1ccc(S(=O)(=O)N(Cc2ccccn2)C2CC2)cc1 (stereo not drawn),1,-2,-15,2,1,2,-5,3,0.5
Cc1ccc(N(CC(=O)NCc2ccccc2Cl)S(=O)(=O)c2c(C)noc2C)cc1,0,3,-5,-8,-1,3,0,20,2.5
Cc1ccc2cc(CN(CCN3CCCC3)C(=O)Nc3ccc(F)cc3)c(=O)[nH]c2c1C,0,-1,10&3,-3,8,-3,3,-14,0.8
CNC(=S)N1CCN(c2c(F)cc3c(=O)c(C(=O)O)cn(C4CC4)c3c2OC)CC1C (stereo not drawn),1,16*,-1,4,1,-5,0,0,4.8
CN(C)S(=O)(=O)c1ccc(Cl)c(NC(=O)CSc2nc3c(cc2C#N)C(=O)CC(C)(C)C3)c1,2,-4,-7,2,-1,9,2,-10,1.8
CC(C)(O)c1nnn(-c2ccccc2)c1C(F)(F)F,0,-1,7,2,0,-3,-3,9,-0.2
CS(=O)(=O)N(CC(=O)NCCC1=CCCCC1)c1ccc2c(c1)OCO2,1,-1,7,2,10,-4,-3,10,-1.0
CC(C)NC(=O)c1ccc(-c2ccc(Cl)c(C(F)(F)F)c2)o1,2,-2,-1,-6,-6,-2,4,4,3.0
COc1cc(OC)cc(C(=O)OCC(=O)Nc2sccc2C(N)=O)c1,0,0,-2,4,8,12,2,35,3.6
N#CCCNC(=O)CCN1CCOCC1,0,1,10,2,-5,1,-1,17,-1.3
COc1c2ccoc2c(OC)c2oc(=O)ccc12,0,2,nt,-3,17,1,3,-16,3.5
Cc1nccn1CCC(=O)O,0,2,-4,4,7,-7,1,22,2.0
Cn1cncc1C#Cc1c(-c2ccc(S(C)(=O)=O)cc2)sc2ccccc12,2,nt,nt,-6,-19,nt,nt,45,nt
CCCN(CCC)C(=O)c1ccc2c(c1)S(=O)(=O)c1ccccc1C2=O,2,-4,2,-14,-9,5,2,1,-1.9
CC1=NN(C(=O)COc2ccc(C)c(C)c2)C(O)(c2ccccc2)C1 (stereo not drawn),1,8,0,-8,4,6,9,-10,-0.4
NS(=O)(=O)c1cc(C(=O)Nc2ccc3c(c2)OCCCO3)ccc1Cl,0,1,-3,12,-3,2,-2,1,4.4
O=C1CC(N2CCN(Cc3ccc4c(c3)OCO4)CC2)C(=O)N1Cc1ccc(N2CCCC2=O)cc1 (stereo not drawn),2,2,147,-20,3,3,1,-1,2.0
Cc1cc(C)n2nc(C)c(Br)c2n1,0,0,5,5,3,3,1,6,2.2
CCOc1cccc(OCCOCCN(C)C)c1,0,0,2,2,2,-9,1,0,1.4
CC(=O)N1N=C(N)SC1c1cccc([N+](=O)[O-])c1 (stereo not drawn),0,-1,5,-9,-5,-10,6,0,0.6
COC(=O)Cc1cc(=O)[nH]c(/N=C(\N)Nc2ccc(C(C)C)cc2)n1,0,-3,-4,5,2,-3,-4,-2,-2.8
CCCCn1c(SCC(=O)O)nc2ccccc21,0,-2,-6,-4,-1,4,4,3,4.2
CN(C(=O)N1CCN(c2ccccn2)CC1)c1ccccc1,2,-3,12,-1,-2,2,3,-6,-2.4
Nc1nn(S(=O)(=O)c2cccc3nsnc23)cc1-c1ccc(Br)cc1,1,10,7,5,-2,11,-3,10,0.6
Cc1noc(C)c1COc1ccc(C(=O)OCC(=O)NC23CC4CC(CC(C4)C2)C3)cc1,0,5,14,8,6,11,-1,14,0.2
O=C(COC(=O)c1ccccc1OC(F)F)Nc1ccc2[nH]c(=O)[nH]c2c1,0,5,-1,-4,10,-9,-7,7,-1.2
Fc1ccc(COc2ccccc2CNCc2ccncc2)cc1,0,-6,2,5,4,0,-3,15,0.9
COCCc1ncc(CN2CCCCC2C(=O)Nc2ccc(Oc3ccccc3)nc2)cn1 (stereo not drawn),1,1,-7,-1,5,0,1,-5,-0.2
COc1ccc(C2c3[nH]c4ccccc4c3C[C@H]3C(=O)N(C4CCN(Cc5ccccc5)CC4)CC(=O)N23)cc1OC (stereo partly drawn),0,1,3,-1,-1,9,-3,-6,1.9
OCc1c[nH]c(=S)n1CCOc1cccc(C(F)(F)F)c1,0,-3,-33,-22,-6,1,-8,0,-0.4
CN(C)C1(CNC(=O)C2CCC(=O)N(CCc3ccc(Cl)cc3)C2)CCCCC1 (stereo not drawn),2,0,0,6,6,-3,-1,-13,-2.1
Cc1cccc(C(=O)NNC(=O)c2ccco2)c1O,9,-3,-13,-2,-3,-3,-1,4,2.6
O=c1c2c(nc3cc(-c4ccc(F)cc4)[nH]n13)CCC2,0,1,5,-4,-2,-10,0,-15,3.6
CC1CN(c2ncnc3c2cnn3-c2ccc(Cl)cc2)CC(C)O1 (stereo not drawn),0,6,1,-8,11,-4,6,-12,-8.5
COc1ccc(NS(=O)(=O)c2cccc3cccnc23)cc1,0,1,-1,15,-4,-8,-16,-7,-0.8
Cc1cccc(N(C)S(=O)(=O)c2csc(C(N)=O)c2)c1,0,1,7,8,8,-8,-1,0,1.9
Cc1cccc(N(C(=O)c2snc(C(N)=O)c2N)C(C(=O)NCC2CCCO2)c2ccc3ncccc3c2)c1 (stereo not drawn),3,-3,-23,-1,1,2,0,-3,-0.8
Cc1cccc2nc(COc3ccc(-c4ccccc4)cc3)cn12,1,-1,7,9,1,3,10,6,0.6
CC(C)c1cc(C(N)=O)c(NC(=O)C2CCC2)s1,2,-2,-8,-12,-8,-6,0,3,1.1
CCOc1cc(NC(=O)c2ccco2)c(OCC)cc1NC(=O)Cc1ccc(OC)c(OC)c1,0,0,5,-6,9,8,0,2,3.3
COC(=O)c1ccc(NC(=O)c2cc(-c3ccccn3)nc3ccccc23)cc1,1,-1,6,-1,4,8,0,0,4.2
O=C(Cc1ccc(Br)cc1)Nc1ccccc1Cl,0,-11,0,4,1,-7,4,-3,-6.4
CC(=O)c1sc(-c2ccccc2)cc1N,0,1,-10,-18,-2,-1,6,2,4.6
COc1ccc2[nH]c(=O)c(CN(C(=O)c3cccnc3)c3cc(C)ccc3C)cc2c1,0,-2,-13,-1,6,4,2,-3,0.8
O=[N+]([O-])c1ccccc1/C=C\C=N\N1CCN(c2ccccc2)CC1,7,-3,7,-9,-2,4,-1,47,0.6
Cc1occc1-c1nnc(SCC(N)=O)n1Cc1ccccc1,3,-2,-10,-15,-2,-1,-1,-6,-2.1
O=C(CCNC(=O)c1ccco1)Nc1ccc(N2CCOCC2)cc1,0,-1,-16,4,3,0,-1,18,-1.4
O=C(O)c1ccc(N/N=C/C=C/c2ccc([N+](=O)[O-])o2)cc1,91*,5,0,-12,0,-28,10,-42,8.3

The list goes on.
molecule,GRK2 inh,PP1 inh,JMJD2C inh,procasp7 counter,proCasp3 act,HCV core dimer,CTSL1 counter,VLA-4 inh,PP5 inh
CCCCN(CCCNC(=O)C1CCN(S(=O)(=O)CC)CC1)c1ccccc1,0,-2,20,2,-7,-3,0,-39,0.1
CCCCc1nc(C(N)=O)c2[nH]c(=O)n(-c3ccc(OC)c(OC)c3)c2n1,0,-1,1,-3,0,7,7,35,1.7
C=CCn1c(CCc2cc(C(C)(C)C)c(O)c(C(C)(C)C)c2)n[nH]c1=S,0,5,-11,-19,-16,0,3,0,3.7
CC(C)N(Cc1ccccc1)S(=O)(=O)c1ccc(Cl)nc1,2,-4,7,14,4,1,-3,4,-1.0
COc1ccc(NC(=O)CC(NCCc2ccccc2)C(=O)O)c(OC)c1 (stereo not drawn),0,-2,0,3,-2,-1,-1,4,0.3
COc1ccccc1-c1nc(-c2ccccc2)nc(N2CCN(C)CC2)c1C#N,0,0,6,11,-5,-1,1,-8,4.8
Cc1ccc(C2/C(=C(/O)c3ccc4c(c3)CC(C)O4)C(=O)C(=O)N2CCCn2ccnc2)cc1 (stereo not drawn),0,6,-1,-27,-4,11,-1,8,0.8
Cc1cc(NC(=O)CCC(=O)N(CC2CCCO2)C(C(=O)NC2CCCC2)c2ccccc2C)no1 (stereo not drawn),2,0,-2,5,-6,4,-1,14,-0.3

Copied from the results shown for reference:
molecule,GRK2 inh,PP1 inh,JMJD2C inh,procasp7 counter,proCasp3 act,HCV core dimer,CTSL1 counter,VLA-4 inh,PP5 inh
COc1ccccc1-c1nc(-c2ccccc2)nc(N2CCN(C)CC2)c1C#N,0,0,6,11,-5,-1,1,-8,4.8
Cc1ccc(C2/C(=C(/O)c3ccc4c(c3)CC(C)O4)C(=O)C(=O)N2CCCn2ccnc2)cc1 (stereo not drawn),0,6,-1,-27,-4,11,-1,8,0.8
Cc1cc(NC(=O)CCC(=O)N(CC2CCCO2)C(C(=O)NC2CCCC2)c2ccccc2C)no1 (stereo not drawn),2,0,-2,5,-6,4,-1,14,-0.3
